ARNT-TACC3 inh: ARNT/TACC3 interaction disruption. 390,000 tested, 0.66% active. AlphaScreen His-ARNT PAS-B/GST-TACC3 binding, luminescence; TACC3 fragment carries E629A point mutation. inhibition, % at 9.99 µM. Q9Y6A5;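 active = mean inhibition of replicates at least 50% and at least half of replicates each reaching 50%; inconclusive = half or more replicates reach 50% but mean below 50%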;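 also: 0% = complete ARNT plus TACC3 wells and 100% = ARNT alone without TACC3; many hits fall short of the cut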
Casp6 inh: caspase-6 (human) enzyme inhibition; 350,000 tested, 0.53% active; inhibition, % at 12.5 µM; P55212; AID 686996; purified caspase-6, Z-VEID-R110 cleavage fluorescence;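 active = mean inhibition across replicates at least about 35%, with every replicate also reaching that limit, limit read from the data; inconclusive = only one of the two criteria met; inactive = neither criterion met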;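 also: 0% = median of neutral control wells and 100% = no fluorescence left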
Target sequence (P55212 24-179 limits assumed): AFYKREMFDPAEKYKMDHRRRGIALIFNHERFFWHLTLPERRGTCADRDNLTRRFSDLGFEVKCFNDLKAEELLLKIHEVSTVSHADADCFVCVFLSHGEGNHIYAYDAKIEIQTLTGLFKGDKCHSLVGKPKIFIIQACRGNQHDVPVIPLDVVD
Target sequence (P55212 194-293 limits assumed): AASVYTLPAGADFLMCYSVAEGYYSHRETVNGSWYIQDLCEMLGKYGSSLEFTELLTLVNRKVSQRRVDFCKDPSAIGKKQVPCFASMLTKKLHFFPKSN
DENV2 CPE rescue: inhibitors of DENV2 cytopathic effect; DENV2-infected cells, cytopathic effect rescue, plate reader; CPE inhibition, % at 9.99 µM; 350,000 tested, 1.7% active; AID 651640; in the data active = CPE inhibition above about 20%, passing the limit was not always enough; inconclusive = no clear call, values can overlap the other calls; tested in BHK-21 cells;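 also: 0% = median of neutral control wells and 100% = median of positive control wells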
PAX8 reporter: lowers PAX8-driven luciferase in RMG-I cells | RMG-I TPO-luciferase reporter, SteadyGlo, 24 h | inhibition, % at 12.6 µM | 360,000 tested, 1.2% active;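 active = mean replicate inhibition at least 60% with every replicate also reaching 60%; inconclusive = only one of the two criteria is met; inactive = mean below 60% and not all replicates reaching 60%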;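 also: luciferase light reporting Pax8 driven TPO promoter activity; plate controls were median of neutral control wells for no effect and mitoxantrone controls for full effect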
EWS-Fli block: EWS/Fli transcriptional activity inhibition. A673 NR0B1-luciferase reporter, viability-normalised. inhibition, % at 12.6 µM. 350,000 tested, 0.67% active. AID 651661;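 active = mean inhibition of at least 50% after viability correction, with every replicate also passing that limit; inconclusive = mean reaches 50% but only one of two replicates passes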;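 also: firefly luciferase signal divided by Alamar Blue viability fluorescence both relative to DMSO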
LGR2 inh: inhibitors of bursicon-induced Drosophila LGR2 receptor cAMP signaling | 380,000 tested, 0.35% active | inhibition, % at 9.99 µM | HEK293 LGR2, CRE-luciferase, bursicon-stimulated, 4 h | AID 720647;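 active = drop in luminescence signal, shown as inhibition above about 50% in the replicate tests, limit read from the data, passing the limit was not always enough; inconclusive = probably only some replicates passing the limit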;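 also: agonist challenge used bursicon conditioned medium at about half maximal strength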
SIRT5 inh: sirtuin-5 (human) deacylase inhibition | Q9NXA8 | Purified SirT5, succinyl-peptide AMC, trypsin-coupled fluorescence | inhibition, % at 15 µM | 330,000 tested, 1.1% active | AID 652115; in the data active = inhibition above about 15%; inconclusive = no clear call, values can overlap the other calls
Target sequence (Q9NXA8 whole entry, looked up): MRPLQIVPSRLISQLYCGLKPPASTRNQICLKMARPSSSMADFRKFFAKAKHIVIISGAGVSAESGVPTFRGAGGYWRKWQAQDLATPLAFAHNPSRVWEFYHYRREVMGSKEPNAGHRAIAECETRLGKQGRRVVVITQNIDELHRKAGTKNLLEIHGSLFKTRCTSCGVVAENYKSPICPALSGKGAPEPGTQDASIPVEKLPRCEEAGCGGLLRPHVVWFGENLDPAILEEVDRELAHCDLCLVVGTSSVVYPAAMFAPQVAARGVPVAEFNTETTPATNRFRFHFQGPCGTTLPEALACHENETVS
Starred values were filed as active, the others as inactive; ? = inconclusive; . = not tested or not shown.

SMILES	ARNT-TACC3 inh	Casp6 inh	DENV2 CPE rescue	PAX8 reporter	EWS-Fli block	LGR2 inh	SIRT5 inh
CC(C)CC#Cc1ccc2c(c1)O[C@H](CN(C)Cc1ccc3c(c1)OCO3)[C@H](C)CN([C@H](C)CO)S2(=O)=O	9	3	-4	.	19	.	14*
CCOC(=O)c1c(-c2ccc(OC)cc2)oc2c1C(OC(C)=O)CCC2 (configuration not stated)	.	4	-6	-94	-65	-21	-3
C[C@@H]1CCCCO[C@H](CN(C)C(=O)C2CCCCC2)[C@@H](C)CN([C@@H](C)CO)C(=O)c2cc(NC(=O)Nc3ccc(C(F)(F)F)cc3)ccc2O1	1	1	0	.	-1	-21	-3
CCCNC(=O)Nc1ccc2c(c1)OC[C@H](C)N(C(=O)C1CCC1)C[C@H](C)[C@H](OC)CN(C)C2=O	-10	2	-1	0	-3	-19	-3
O=C(O)C1CCCCC1C(=O)NCCCn1ccnc1 (configuration not stated)	67*	-31	-5	.	3	-10	-1
CCOC(=O)c1cccc(NC(=O)CCNS(=O)(=O)c2cc(Br)cnc2N)c1	-1	6	18	-21	-13	-1	3
Clc1ccc(OCCNCCc2ccccc2)cc1	-2	0	6	15	-7	-16	3
O=C(c1ccccn1)N1CC[C@H]2[C@H](CO)Nc3ccc(Br)cc3[C@H]21	9	1	-4	-3	-8	-3	1
CSCC[C@H](NC(=O)N1CCn2c1nc1ccccc12)C(=O)N1CCCCC1	4	-4	0	-19	.	8	-2
COc1ccc(OC(=O)COc2cc(C)ccc2C)cc1	-5	1	6	-22	14	10	0
CC(C)NC(=O)Nc1cccc2c1O[C@@H](CN(C)C(=O)NC(C)C)[C@@H](C)CN([C@H](C)CO)C2=O	-8	2	17	-3	-2	-34	-5
CSc1ccccc1OCc1cc(C(=O)NCc2cccc(C)n2)no1	-4	-2	-6	-193	-109	-91	0
CCC(=O)Nc1ccc(C(=O)NNC(=O)c2cc([N+](=O)[O-])cc([N+](=O)[O-])c2)cc1	0	2	-4	0	-2	-19	.
O=C(CN1C(=O)COc2ccc(S(=O)(=O)N3CCCC3)cc21)N1CCCC1	-8	4	2	-9	4	-6	-3
CCN(C(=O)COC(=O)Cc1c[nH]c2ccccc12)c1c(N)n(Cc2ccccc2)c(=O)[nH]c1=O	-1	2	-3	26	5	7	0
CC(C)Oc1cccc(C(=O)Nc2nnc([C@@H]3C[C@H](O)[C@@H](CO)O3)s2)c1	.	0	-14	-7	-3	2	-1
CO[C@@H]1CN(C)C(=O)c2cc(NC(C)=O)ccc2OC[C@H](C)N(C(=O)c2cnccn2)C[C@@H]1C	-4	.	-6	-12	10	-4	0
Cc1ccc(-c2ccc3c(c2)O[C@H](CN(C)Cc2ccc(C(=O)O)cc2)[C@H](C)CN([C@H](C)CO)S3(=O)=O)cc1	1	2	-2	.	-5	20	2
COC(=O)[C@]12C[C@H](CC(=O)NCCCN3CCCC3=O)C(=O)N(Cc3ccc4c(c3)OCO4)C1=C[C@H](C(C)(C)C)O[C@@H]2C	.	-4	4	5	-2	1	.
CC(=O)/C(C#N)=C1\NC(=O)C(Cc2ccccc2C)S1 (configuration not stated)	.	5	?	18	-12	3	11
C[C@H](CO)N1C[C@H](C)[C@@H](CN(C)Cc2ccc(C(F)(F)F)cc2)Oc2c(NC(=O)Nc3ccccc3)cccc2C1=O	-27	3	6	12	9	-6	4
CCOC(=O)c1[nH]c2ccccc2c1NC(=S)Nc1cccc(C)c1C	1	1	-9	5	-10	1	0
C[C@@H]1CN([C@@H](C)CO)C(=O)c2cc(-c3ccccc3)cnc2O[C@@H]1CN(C)C(=O)Cc1cccnc1	-3	3	-4	.	-4	-6	-2
COc1cccc(NC(=O)Nc2ccc3c(c2)C(=O)N(C)[C@@H]2CC[C@H](CC(=O)NCCc4ccccc4)O[C@H]2CO3)c1	-6	0	0	-16	-7	9	-3

Individual results from the results shown.
For LGR2 inh, CC(C)Oc1cccc(C(=O)Nc2nnc([C@@H]3C[C@H](O)[C@@H](CO)O3)s2)c1 reads 2
For ARNT-TACC3 inh, C[C@@H]1CN([C@@H](C)CO)C(=O)c2cc(-c3ccccc3)cnc2O[C@@H]1CN(C)C(=O)Cc1cccnc1 reads -3

More compounds:
SMILES	ARNT-TACC3 inh	Casp6 inh	DENV2 CPE rescue	PAX8 reporter	EWS-Fli block	LGR2 inh	SIRT5 inh
C[C@H](CO)N1C[C@H](C)[C@H](CN(C)S(=O)(=O)c2ccc(F)cc2)Oc2ncc(-c3cc4ccccc4o3)cc2C1=O	-2	2	6	12	14	-15	9
O=S(=O)(Nc1ccc2ccccc2c1)c1ccccc1	-5	.	.	10	.	-29	.
CCN(CC)CCn1c2ccc(Cl)cc2c2nc(C)sc21	-24	-9	18	.	-3	-6	-2
Cc1cc(Cl)ccc1-n1c(-c2cccnc2)n[nH]c1=S	9	-2	8	17	-1	.	-7
COc1cc(C(=O)N/N=C/c2cn(Cc3ccccc3)c3ccccc23)ccc1O	7	-5	8	-1	-5	-11	-5
Cc1cccc(C(O)c2ncc(-c3ccc(C(F)(F)F)cc3)[nH]2)c1C (configuration not stated)	.	1	-13	-16	8	26	2
CC(=O)c1ccc(O)c(CC=C(C)C)c1	-3	2	4	.	5	-8	-2
O=C(c1ccccn1)N1C[C@@H]2[C@H](c3ccccc31)[C@@H](CO)N2C(=O)Nc1ccccc1F	-5	1	-4	7	7	15	4
O=C(C[C@H]1CC[C@H](NC(=O)Nc2ccc(C(F)(F)F)cc2)[C@H](CO)O1)NCc1ccccn1	-9	6	-3	17	-5	18	0
CC(C)OCCCNC(=O)C(Cc1ccccc1)NS(=O)(=O)c1ccc2c(c1)CCC(=O)N2 (configuration not stated)	-2	-4	2	4	-7	8	0
CO[C@H]1CN(C)C(=O)c2ccc(NC(=O)Nc3cc(Cl)cc(Cl)c3)cc2OC[C@H](C)NC[C@H]1C	4	-1	-4	17	24	.	-8
COc1ccccc1CNC(=O)c1ccc2c(c1)OCO2	-16	2	2	-43	-1	-14	-3
CC(=O)c1ccccc1OC(=O)c1c(F)cccc1F	-6	-3	4	3	-4	-8	-4
CCc1cc(C(=O)Nc2cc(Cl)ccc2N2CCN(C)CC2)sc1C	10	-3	-2	-2	14	-34	-7
CCCCn1c(SCC(=O)NC2CC2)nc2ccccc2c1=O	-2	-1	-4	11	.	0	-2
O=C(NCc1ccc2c(c1)OCO2)[C@H]1[C@H](CO)[C@H]2Cn3c(cccc3=O)[C@@H]1N2Cc1ccccc1	2	2	3	18	4	-9	0
O=C(OCc1cn([C@H]2CN(C(=O)C3CCCCC3)[C@@H](c3ccc(Cl)cc3)C[C@@H]2O)nn1)c1ccccc1	.	2	-3	17	0	3	0
C[C@@H]1CN([C@@H](C)CO)C(=O)Cc2cc(NC(=O)CCN3CCOCC3)ccc2O[C@H]1CN(C)C(=O)Nc1ccc(F)cc1	-8	-1	-5	-20	0	7	4
CCN(c1ccccc1)S(=O)(=O)c1ccc(OC)c(NC(=O)c2ccccc2OC)c1	-5	-1	-5	-4	-10	-12	1
Cc1nn(C)c(C(=O)Sc2ccccc2)c1[N+](=O)[O-]	1	-4	-4	-4	2	6	-4
CN(c1ccccc1)c1ncccn1	.	-3	-3	10	-3	.	1
O=C(COC(=O)/C=C/c1cccc(F)c1)NC1CCCC1	.	1	0	11	-1	-2	-2
CSCCC(NC(=O)c1ccccc1Cl)C(=O)N1CCCCCCC1 (configuration not stated)	2	-1	6	11	0	-6	0
COc1ccc(-c2ccccc2[C@@H]2[C@@H](C#N)N(C(=O)C3CCCCC3)[C@H]2CO)cc1	.	-2	?	.	-7	0	5
CCCN(C)C[C@@H]1OCCCC[C@@H](C)Oc2ccc(NS(=O)(=O)c3ccc(C)cc3)cc2C(=O)N([C@@H](C)CO)C[C@@H]1C	-3	-1	-2	10	.	-5	-2
O=C(CSc1nncc(=O)[nH]1)NC1CCCCC1	13	13	5	-7	-7	6	-1
Cc1cccc(NC(=O)CN(C)S(=O)(=O)c2cccs2)c1	-4	-5	16	.	-4	-26	-7
Cc1ccc(CNC(=O)C2CCCN(S(=O)(=O)c3ccc(F)cc3)C2)cc1 (configuration not stated)	-18	-3	-5	8	.	11	-2
O=C(COC(=O)/C=C/c1cccc(Br)c1)NC1CCCCC1	7	-2	7	-9	-5	9	-5
O=C(CN1CCC(NC(=O)Nc2ccccc2)CC1)Nc1cccc([N+](=O)[O-])c1	10	-1	-9	6	0	1	0
OC(Cn1cnnc1)c1ccccc1 (configuration not stated)	.	-6	5	-6	-9	-4	-2
Cc1ccc(S(=O)(=O)NC(=O)Nc2nc(-c3ccc(F)c(F)c3)cs2)cc1	13	-3	1	-33	-23	-14	-2
COc1cc(/C=C2\SC(=S)N(CCC(=O)NC3CCCC3)C2=O)cc(OC)c1OC	-4	0	9	-16	-4	10	-3
COc1c(Cl)cc(Cl)cc1CNCc1ccccc1	-10	0	-7	-3	5	7	-2
O=C1C(Cl)=C(N2CCCCCC2)C(=O)N1c1ccc(Br)cc1	2	0	-1	15	-11	-9	2
COc1ccc(CN2C(=O)c3ccccc3C2c2nnnn2-c2ccc3c(c2)OCCO3)cc1OC (configuration not stated)	.	6	1	9	5	4	0
C[C@@H]1CN([C@H](C)CO)C(=O)Cc2cc(NS(=O)(=O)c3ccc(F)cc3)ccc2O[C@H]1CN(C)Cc1ccccc1	.	2	-6	-11	-10	-16	4
Cc1ccc(S(=O)(=O)N2C[C@H]3C(=O)C[C@@H](c4ccc(Cl)cc4)N(S(=O)(=O)c4ccc(C)cc4)[C@H]3C[C@H]2c2ccccc2)cc1	.	-2	-4	-8	-9	3	-3
C[C@@H]1CN([C@@H](C)CO)C(=O)c2cc(Br)cnc2O[C@H]1CN(C)Cc1ccc2c(c1)OCO2	-2	2	-2	.	-4	.	-6
CC(C)NC(=O)N(C)C[C@H]1Oc2c(NS(=O)(=O)c3cn(C)cn3)cccc2C(=O)N([C@H](C)CO)C[C@H]1C	-7	3	-3	.	2	18	1
NC(=O)C1CCN(c2ncc(C(F)(F)F)cc2Cl)CC1	1	5	-2	9	-9	2	-1
C[C@@H]1CN([C@H](C)CO)S(=O)(=O)c2ccc(Br)cc2O[C@H]1CN(C)Cc1cncnc1	14	1	-3	.	-1	-8	-3
Cc1cccc(C(=O)OCC(=O)c2ccc3c(c2)NC(=O)CO3)c1	5	3	-7	-3	-8	-39	0
COc1nc(N=C(N)N)nc2ccc(C)cc12	.	-30	-3	59	-7	6	-11
CCNC(=O)Nc1ccc2c(c1)C(=O)N(C)[C@@H]1CC[C@H](CC(=O)NCC3CCCCC3)O[C@H]1CO2	-3	1	5	2	3	-10	-5
CCC(=NCc1ccc(Cl)c(Cl)c1)c1nc(-c2ccco2)oc1O	0	0	-4	14	-38	-7	-4
CC=Cc1ccc2n(c1=O)C[C@H]1[C@H](CO)[C@@H](C(=O)Nc3ccccc3)N(CC3CCCC3)[C@@H]21 (mixture of isomers)	6	1	-3	10	6	0	1
CN1CCN(c2cnn(-c3ccccc3)c(=O)c2Br)CC1	-1	2	-6	-35	-6	5	0
Cc1ccc(-c2ccc([C@@H]3[C@@H](CO)N4C(=O)CN(S(=O)(=O)c5cccc(F)c5)C[C@H]34)cc2)cc1	.	-1	0	6	-3	-1	7
Cc1ccc(CN2CCNC(=O)C2CC(=O)NCC(F)(F)F)o1 (configuration not stated)	0	-2	-1	12	0	-6	0
[O-]C1=N[N+](=C(c2ccccc2)c2ccccc2)C1	12	.	.	-25	4	16	.
O=C(NCc1ccccc1F)C1CCN(S(=O)(=O)c2ccccc2)CC1	-6	1	0	-4	1	-25	-1
C[C@@H]1CN([C@@H](C)CO)C(=O)c2cc(C#CC3CCCC3)cnc2O[C@H]1CN(C)C(=O)Nc1ccccc1	3	-1	?	-8	-13	-5	1
CC(NC(=O)COC(=O)COc1ccc(C(=O)c2ccccc2)cc1)c1ccccc1 (configuration not stated)	2	3	?	-13	1	-3	-2
Cc1cn(CC(=O)NCCCN2CCCC2=O)c(=O)[nH]c1=O	-4	-3	?	-6	-1	1	-1

Screening results (PubChem)

Rows were taken by chance. About 4.9% of those tested had a hit in this group.
